Assay outcomes as filed in PubChem.
Cl transport mod – modulates chloride dependent transport by human KCC2; AID 1456; actives 2.2% (n = 190,000); Q9H2X9; KCC2 cells, thallium flux FluoZin-2 fluorescence; B-score of Tl+ flux slope (higher = more flux/activation; lower = inhibition) at 10 µM;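 active = thallium flux slope and its plate-corrected score both differing from the plate sample mean at a set confidence after two filtering rounds, in either direction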;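 also: slope of fluorescence scaled to starting intensity during 10 to 20 s after thallium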
Target sequence (Q9H2X9 whole entry, looked up): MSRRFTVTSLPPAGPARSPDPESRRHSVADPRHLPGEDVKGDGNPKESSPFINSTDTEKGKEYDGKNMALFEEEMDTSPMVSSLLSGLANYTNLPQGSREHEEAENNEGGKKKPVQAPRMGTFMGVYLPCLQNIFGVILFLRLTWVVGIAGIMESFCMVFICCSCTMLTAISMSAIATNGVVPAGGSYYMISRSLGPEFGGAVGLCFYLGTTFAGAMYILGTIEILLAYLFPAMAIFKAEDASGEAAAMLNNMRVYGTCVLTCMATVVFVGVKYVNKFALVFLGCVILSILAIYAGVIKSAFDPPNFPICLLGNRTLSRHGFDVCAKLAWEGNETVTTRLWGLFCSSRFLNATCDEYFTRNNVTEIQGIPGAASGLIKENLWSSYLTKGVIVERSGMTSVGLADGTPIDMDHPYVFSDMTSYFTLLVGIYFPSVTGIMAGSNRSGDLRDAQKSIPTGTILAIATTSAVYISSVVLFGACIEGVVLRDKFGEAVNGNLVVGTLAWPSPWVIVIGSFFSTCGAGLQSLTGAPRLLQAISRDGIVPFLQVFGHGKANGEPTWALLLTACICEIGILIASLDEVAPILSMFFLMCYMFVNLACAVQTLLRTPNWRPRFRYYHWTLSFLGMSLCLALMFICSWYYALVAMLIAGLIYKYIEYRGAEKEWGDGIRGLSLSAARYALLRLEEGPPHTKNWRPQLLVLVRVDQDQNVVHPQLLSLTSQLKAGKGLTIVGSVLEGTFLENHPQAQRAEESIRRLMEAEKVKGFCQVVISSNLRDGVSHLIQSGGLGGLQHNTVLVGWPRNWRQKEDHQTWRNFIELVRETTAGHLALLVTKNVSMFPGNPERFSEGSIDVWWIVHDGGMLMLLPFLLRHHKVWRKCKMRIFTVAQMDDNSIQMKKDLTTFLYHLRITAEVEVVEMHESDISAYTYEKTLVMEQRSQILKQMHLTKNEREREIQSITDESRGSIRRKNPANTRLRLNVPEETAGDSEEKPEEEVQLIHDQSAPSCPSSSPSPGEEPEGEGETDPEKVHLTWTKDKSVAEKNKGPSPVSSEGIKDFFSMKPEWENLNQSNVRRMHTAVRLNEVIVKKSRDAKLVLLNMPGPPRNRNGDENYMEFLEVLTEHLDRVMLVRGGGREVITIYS
TbHK1 inh – T. brucei hexokinase 1 inhibition | recombinant TbHK1, G6PDH-coupled NADH A340 | inhibition, % at 10 µM | actives 0.11% (n = 220,000);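 active = inhibition of 50% or more in the single-dose primary screen; inactive = inhibition below 50%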
PPC-1+TRAIL kill – PPC-1 cancer cell killing with TRAIL present | PPC-1 cells + TRAIL, ATPLite viability luminescence | cell killing (% activity), % at 4 µM | actives 0.41% (n = 220,000) | AID 1443;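 active = cell killing above 50% in the first pass at 4 µM, then a duplicate retest at 5 µM averaging 50% or more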;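 also: plate controls were cells with TRAIL plus DMSO for no effect and medium-only wells lacking cells for full effect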
TRPML3 agonist – human mucolipin-3 channel agonism | Q8TDD5 | HEK293 TRPML3-YFP, Fluo-8 calcium fluorescence; 100% = the carbachol control signal | activation, % at 3 µM | actives 0.29% (n = 220,000);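 active = activation above its plate's cutoff, the mean activation of the plate's test wells plus 3 SD, cut at about 12% in these data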;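 also: 0% = DMSO only wells and 100% = carbachol wells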
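system = HEK293 cells stably carrying human TRPML3-YFP | doses = one concentration, 3 µM nominal, 0.3% DMSO | timing = dye loading 1 h 37 °C then 30 min ambient, 125 s read | detection = Fluo-8 calcium dye fluorescence, ex 470-495, em 515-575 nm | benchmarks = high control carbachol 87 µM, low control DMSO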
zfTRPN1 agonist – zebrafish TRPN1 (NompC) channel agonism | HEK293 zebrafish TRPN1-YFP, Fluo-8 calcium fluorescence; 100% = response to 87 µM carbachol | activation, % at 3 µM | AID 1424 | actives 0.18% (n = 220,000);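 active = activation above its plate's cutoff, the mean activation of test wells on that plate plus 3 SD, cut at about 19% in these data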;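 also: 0% = DMSO alone and 100% = 87 µM carbachol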
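Material – zebrafish TRPN1-YFP in HEK293 cells · Doses – 3 µM single point · Schedule – dye 1 h 37 °C plus 30 min RT · Signal – Fluo-8 calcium fluorescence, excitation 470-495 nm, emission 515-575 nm · Read-out – % activation versus carbachol response · Control set – carbachol high, DMSO low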
Furin inhibitor – blocks human furin protease activity; P09958; actives 0.061% (n = 220,000); purified furin, fluorogenic substrate cleavage; AID 463115; inhibition, % at 30 µM; in the data active = inhibition above about 25%; also: inactives centre near -15
Thrombin inh – blocks human thrombin protease activity | alpha-thrombin, Boc-VPR-AMC fluorogenic substrate cleavage | actives 0.26% (n = 220,000) | P00734 | inhibition, % at 5 µM;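 active = inhibition at or above 40%; inactive = inhibition below 40%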;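 also: 0% = enzyme with no compound and 100% = wells without enzyme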
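System: human alpha-thrombin protein; Compound dosing: one concentration per compound, 5 µM, with 0.2% DMSO; Timing: reaction at room temperature; Technique: AMC fluorescence, 355/460 nm; Controls: enzyme without compound as high, wells lacking enzyme as low.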
EBV gp42 block – inhibitors of Epstein-Barr virus glycoprotein 42 | actives 0.42% (n = 220,000) | AID 1085 | inhibition, % (tested at 21.74 µM) | Fluorescence polarization binding assay, mP read-out; in the data active = inhibition above about 50%
Calpain2 inh – inhibitors of pig calpain II | AID 1236 | inhibition, % at 16 µM | actives 0.37% (n = 220,000) | purified calpain II, fluorogenic peptide substrate, 30 min;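 active = inhibition above about 50%, limit read from the data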
* marks the source's active call; other numbers are inactive results; x = not tested or not shown; [ ] = remark or other dose.

SMILES	Cl transport mod	TbHK1 inh	PPC-1+TRAIL kill	TRPML3 agonist	zfTRPN1 agonist	Furin inhibitor	Thrombin inh	EBV gp42 block	Calpain2 inh
C/C(Cl)=C\Cn1c(Nc2ccccc2)nc2c1c(=O)n(C)c(=O)n2C	-0.819	-1.2	-10.1	-0.9	-0.4	-12.3	-4.4	2.9	9.7
Cc1cccc(Cl)c1NNC(=O)Nc1c([N+](=O)[O-])c(C)nn1C	-0.0712	-0.5	-4.6	0.3	0.2	-15.7	4.8	-2.2	9.1
O=C(CCS(=O)(=O)Cc1ccccc1)N1CCN(c2ccc([N+](=O)[O-])cc2)CC1	-1.1	-8.4	17.8	3.3	3.4	-9.2	-3.2	-5.4	-8.7
COc1ccc(-n2c(SCC(=O)Nc3ccc(C(=O)O)cc3)nnc2-c2cccs2)cc1	x	8.7	-3.4	0.1	13.0	-2.8[20 µM]	18.9	-3.7	-46.2
C=CCNc1nc(-c2cccc(OC)c2O)nc2ccccc12	-0.547	1.2	5.5	1.5	0.4	-10.6	-0.7	-18.8	2.4
O=C(CN1C(=O)CSc2ccccc21)NC1CCCC1	x	4.1	6.3	0.3	0.1	5.7	1.5	-9.7	-24.4
O=C(NC(=S)Nc1cccc(Cl)c1N1CCCC1)c1ccc(-c2cccc([N+](=O)[O-])c2)o1	2.97*	-19.6	17.8	0.3	0.6	2.8[20 µM]	2.2	-14.4	-10.5
COCCNC(=O)c1ccccc1NC(=O)CCSc1ccccc1	0.577	-1.0	5.8	0.0	0.2	-11.3	-0.3	-12.7	-1.1
COc1ccc(S(=O)(=O)N2CCOCC2)cc1Br	0.0567	4.1	20.4	0.6	-0.1	-8.9	-8.2	5.6	16.6
CN(C)CCNc1c(N)c(=O)oc2ccccc12	-0.302	-0.1	-2.3	0.8	1.0	-34.1	-9.2	-21.9	-37.1
O=C(Nc1ccccc1F)c1cnccn1	-0.451	-6.5	0.4	1.1	-0.3	-26.3	-4.4	-5.7	6.9
CN(CC(=O)N1CCCCCC1)S(=O)(=O)c1cccc2cccnc12	x	0.5	10.8	-0.1	1.9	-28.2	-0.7	-10.8	-6.1
COc1cc2c(cc1NC(=O)C(C)OC(=O)C1CC(=O)N(Cc3ccco3)C1)oc1ccccc12 (stereo not drawn)	-0.801	-19.0	-5.3	0.3	-0.9	-10.8[20 µM]	2.3	6.0	-2.6
COc1cc(/C=N\NC(=O)c2ccc(C)nc2)ccc1OC(=O)c1ccc2c(c1)OCO2	0.136	-10.3	x	1.9	1.9	-32.3	4.3	-18.4	-40.0
S=c1[nH]nc(C2CCCCC2)n1/N=C/c1ccncc1	1.09	-3.0	10.7	-0.4	-0.8	-8.1	0.8	1.2	-6.6
S=c1nc(-c2ccccc2)n(Cc2cccnc2)c2c1CCCC2	0.665	-90.1	-0.5	0.8	0.7	4.6	-11.4	-6.5	-7.2
CC(C)Cc1cc(CN2CCCC(CO)(Cc3cccc(Cl)c3)C2)[nH]n1 (stereo not drawn)	-0.648	6.8	11.5	2.6	2.1	-27.0	-4.8	-21.9	8.0
CCNC(=O)CN(C1CCCCC1)S(=O)(=O)c1ccc(F)cc1	x	-2.7	-5.3	-0.2	0.3	-28.6	-7.8	-15.3	5.0
CCN(CC)S(=O)(=O)c1cccc(NC(=O)COC(=O)CCC(=O)c2ccc(F)cc2)c1	-0.637	-5.2	-7.0	1.1	0.7	-20.9	-4.0	-4.1	9.6
Cc1ccc(S(=O)(=O)N2CCN(C(C)CC(=O)O)CC2)cc1 (stereo not drawn)	0.364	-2.5	-2.8	1.1	1.3	-29.2	1.4	4.8	-22.2

Printed as active in Cl transport mod (from the list above):
molecule	Cl transport mod	TbHK1 inh	TRPML3 agonist	Furin inhibitor	Thrombin inh	EBV gp42 block	Calpain2 inh
O=C(NC(=S)Nc1cccc(Cl)c1N1CCCC1)c1ccc(-c2cccc([N+](=O)[O-])c2)o1	2.97*	-19.6	0.3	2.8[20 µM]	2.2	-14.4	-10.5

(cont.)
SMILES	Cl transport mod	TbHK1 inh	PPC-1+TRAIL kill	TRPML3 agonist	zfTRPN1 agonist	Furin inhibitor	Thrombin inh	EBV gp42 block	Calpain2 inh
COCC(=O)Nc1ccc([N+](=O)[O-])cc1C	0.567	31.3	11.2	0.8	0.8	-15.4	-2.4	-9.9	-6.0
Cc1ccc(C2=C/C(=C/c3cccs3)C(=O)O2)cc1	0.449	19.6	13.3	0.5	-0.3	-3.4	2.0	-55.3	-5.1
C=C(C)CC1Nc2ccccc2NC1CC(=C)C (stereo not drawn)	0.275	-3.5	23.3	0.4	-1.7	-10.0[20 µM]	-0.9	-17.1	-22.2
O=C(N/N=C/c1ccncc1)C1C2CCCCCCC21 (stereo not drawn)	0.702	-2.1	1.0	0.9	0.8	5.1	4.6	-11.4	-5.5
Cc1[nH]c(=O)c(C#N)c(C)c1Cc1ccc(Cl)cc1Cl	0.463	-9.6	17.4	1.8	1.8	-24.6	-0.3	-0.2	-27.4
COc1ccc(C(=O)NNC(=O)Cc2ccc([N+](=O)[O-])cc2)cc1	0.0915	-7.5	-19.2	0.4	0.1	-15.6	-6.2	6.2	-11.6
COc1ccc(-c2ccc(CCC(=O)O)n2CC(C)C)cc1	x	-4.4	4.5	0.4	-0.6	-14.0[20 µM]	3.8	-9.2	-373.5
CCCc1nc(N2CCN(S(=O)(=O)c3ccc(Cl)cc3)CC2)c2c(C)c(C)sc2n1	1.25	11.4	17.9	1.3	0.1	-5.4	-8.4	3.6	28.6
CN(C)S(=O)(=O)c1ccc(C(=O)Nc2nnc(SCc3cccc(F)c3)s2)cc1	0.702	6.8	8.9	1.5	0.4	-18.6	-5.7	-40.8	-201.5
CCCc1c(C)nc2c(Br)cccc2c1Cl	0.0535	0.5	-2.9	0.9	0.6	-28.2	-2.3	-13.7	0.6
CN(CCC#N)C(=O)COC(=O)c1nn(-c2ccccc2)c(=O)c2ccccc12	-0.561	-5.5	-0.9	-0.1	0.7	-20.5	-5.4	-6.3	-14.3
Cc1cccc(-n2c(CNC(=O)c3cccc([N+](=O)[O-])c3C)n[nH]c2=S)c1	0.706	6.9	34.1	-0.1	0.6	-5.8	13.0	0.2	4.9
COc1ccc(-c2nsc(C(=O)N(c3ccc(F)cc3)C(C(=O)NC3CCCC3)c3ccc(OC)cc3)c2N)cc1 (stereo not drawn)	0.64	-23.0	5.6[5 µM]	0.5	1.3	-17.3	-9.0	-1.8	-130.4
CC(=O)Nc1cc(C(=O)N2CCCC2)ccc1S(=O)(=O)c1ccc(Cl)cc1	-0.444	-1.1	-6.0	-0.3	-0.5	-21.2[20 µM]	-6.8	-3.5	-22.2
O=C(NC1CCCC1)C(Cc1ccccc1)n1cccc1 (stereo not drawn)	-0.107	0.7	-0.5	0.7	0.1	-5.0	-9.1	-1.2	-9.5
Cc1ccc(C(=O)N/C(=C\c2ccc(F)cc2)C(=O)NCc2ccncc2)cc1	-0.511	-1.1	5.6	0.8	0.1	-19.9	-0.1	-6.0	-0.9
CN(C)CCOCCP(=O)(c1ccccc1)c1ccccc1	-0.496	1.4	2.0	-0.6	1.4	-24.1	-8.0	-2.1	-29.4
CCOCCOC(=O)C1=C(C)Nc2ccc(C)cc2S1	-0.239	-7.6	15.3	0.2	-0.5	-2.2	5.4	-54.7	-63.5
CCC(=O)c1ccc(OCC(=O)NCCc2ccccn2)cc1	-0.335	4.6	3.4	0.7	1.5	-12.9	-18.2	-7.3	26.5
COc1cccc2c3c(c(C)nc12)CC(C)O3 (stereo not drawn)	0.946	-2.0	22.8	-0.1	-0.6	-4.7[20 µM]	1.3	-35.3	-450.2
CCc1cc(C(=O)c2ccc(OC)cc2)c(N)s1	-1.81	-13.2	-17.6	0.0	0.8	-15.8	0.3	-2.5	10.8
COc1ccc2c(CC(=O)Nc3cccc(S(=O)(=O)N4CCOCC4)c3)coc2c1	-0.156	-2.3	19.5	0.2	-0.1	-16.4	3.7	0.0	-31.6
Cc1nn(-c2ccccc2)c2[nH]c(=O)c(CNCCN3CCOCC3)cc12	-0.0523	-6.3	-12.5	0.1	0.1	-17.9	-0.8	-2.8	-46.6
COc1cc(/C=C2/SC(=S)N(CC(=O)O)C2=O)ccc1OC(=O)c1cccs1	-0.289	-11.8	21.9	1.5	2.5	14.0	-0.1	-14.0	41.1
Cc1ccc(NC(=O)CCNS(=O)(=O)c2cc(Br)cnc2N)cc1Cl	1.22	-0.4	-8.8	0.3	0.5	-17.5	-0.6	3.0	1.8
O=C(Nc1cccc(F)c1)N1CCC(n2c(=O)[nH]c3ccccc32)CC1	-1.35	6.6	24.7	1.3	1.6	-15.5	0.7	-7.2	2.7

As entered above.
For zfTRPN1 agonist, CN(CCC#N)C(=O)COC(=O)c1nn(-c2ccccc2)c(=O)c2ccccc12 has the entry 0.7
For Cl transport mod, CN(C)S(=O)(=O)c1ccc(C(=O)Nc2nnc(SCc3cccc(F)c3)s2)cc1 has the entry 0.702

Structural class, those above containing an aryl methoxy group
SMILES	Cl transport mod	TbHK1 inh	PPC-1+TRAIL kill	TRPML3 agonist	zfTRPN1 agonist	Furin inhibitor	Thrombin inh	EBV gp42 block	Calpain2 inh
COc1ccc(-n2c(SCC(=O)Nc3ccc(C(=O)O)cc3)nnc2-c2cccs2)cc1	x	8.7	-3.4	0.1	13.0	-2.8[20 µM]	18.9	-3.7	-46.2
C=CCNc1nc(-c2cccc(OC)c2O)nc2ccccc12	-0.547	1.2	5.5	1.5	0.4	-10.6	-0.7	-18.8	2.4
COc1ccc(S(=O)(=O)N2CCOCC2)cc1Br	0.0567	4.1	20.4	0.6	-0.1	-8.9	-8.2	5.6	16.6
COc1cc2c(cc1NC(=O)C(C)OC(=O)C1CC(=O)N(Cc3ccco3)C1)oc1ccccc12 (stereo not drawn)	-0.801	-19.0	-5.3	0.3	-0.9	-10.8[20 µM]	2.3	6.0	-2.6
COc1cc(/C=N\NC(=O)c2ccc(C)nc2)ccc1OC(=O)c1ccc2c(c1)OCO2	0.136	-10.3	x	1.9	1.9	-32.3	4.3	-18.4	-40.0
COc1ccc(C(=O)NNC(=O)Cc2ccc([N+](=O)[O-])cc2)cc1	0.0915	-7.5	-19.2	0.4	0.1	-15.6	-6.2	6.2	-11.6
COc1ccc(-c2ccc(CCC(=O)O)n2CC(C)C)cc1	x	-4.4	4.5	0.4	-0.6	-14.0[20 µM]	3.8	-9.2	-373.5
COc1ccc(-c2nsc(C(=O)N(c3ccc(F)cc3)C(C(=O)NC3CCCC3)c3ccc(OC)cc3)c2N)cc1 (stereo not drawn)	0.64	-23.0	5.6[5 µM]	0.5	1.3	-17.3	-9.0	-1.8	-130.4
COc1cccc2c3c(c(C)nc12)CC(C)O3 (stereo not drawn)	0.946	-2.0	22.8	-0.1	-0.6	-4.7[20 µM]	1.3	-35.3	-450.2
CCc1cc(C(=O)c2ccc(OC)cc2)c(N)s1	-1.81	-13.2	-17.6	0.0	0.8	-15.8	0.3	-2.5	10.8
COc1ccc2c(CC(=O)Nc3cccc(S(=O)(=O)N4CCOCC4)c3)coc2c1	-0.156	-2.3	19.5	0.2	-0.1	-16.4	3.7	0.0	-31.6
COc1cc(/C=C2/SC(=S)N(CC(=O)O)C2=O)ccc1OC(=O)c1cccs1	-0.289	-11.8	21.9	1.5	2.5	14.0	-0.1	-14.0	41.1
